High-throughput results as filed in PubChem BioAssay.
H37Rv inhibition = M. tuberculosis growth inhibition, HTS (AID 449762); 330,000 tested, 0.59% active; M. tuberculosis H37Rv growth inhibition, 7H9 media; higher % means a stronger effect; one-dose inhibition, % at 25 µM; IC50 in µM for titrated hits; in the data active = a potency from the dose series; inconclusive = inhibition above about 70% without an active follow-up result;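 note: bacterial growth assessed after seven days of incubation; strong numbers were not always called active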
tuberculosis growth = growth inhibition of non-replicating M. tuberculosis (AID 488890); 320,000 tested, 0.39% active; inhibition, % at 25 µM, or IC50 in µM where a hit was titrated; Mycobacterium tuberculosis non-replicating, growth inhibition; higher % means a stronger effect; in the data active = a potency from the dose series; inconclusive = inhibition mostly from about 82% at the one dose, without a potency; inactive = the rest, 99 in 100 with inhibition below about 76%;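 note: plate controls were DMSO cells for no effect and high antibiotic wells for full effect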
H1N1 NS1A inhibition = NS1A inhibition, H1N1 influenza, cell based functional assay (AID 504329); NS1A functional cell-based assay, percent inhibition; higher % means a stronger effect; inhibition, % at 12.5 µM; hits with a dose series show IC50 in µM; 340,000 tested, 0.3% active; in the data active = a potency from the dose series; inconclusive = inhibition above about 27% without an active follow-up result; note: strong numbers were not always called active
Salmonella PhoP GFP = PhoP regulon inhibitors, Salmonella typhi PhoP promoter GFP reporter, confirmatory (AID 1850) | inhibition, % at 50 µM; hits with a dose series show IC50 in µM | 310,000 tested, 0.33% active | Salmonella Typhi PhoP-promoter GFP reporter, fluorescence, 4 h; higher % means a stronger effect; in the data active = a potency from the dose series; inconclusive = inhibition mostly from about 25% at the one dose, without a potency; inactive = the rest, 99 in 100 with inhibition below about 19%;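 note: 0% = induced wells with vehicle and 100% = uninduced wells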
inhibitors of VEEV = inhibitors of VEEV TC-83 cytopathic effect, confirmation, Vero cells (AID 588727); 350,000 tested, 0.13% active; one-dose inhibition, % at 20 µM; IC50 in µM for titrated hits; Vero cells, VEEV TC-83 cytopathic effect inhibition; higher % means a stronger effect; in the data active = a potency from the dose series; inconclusive = inhibition mostly from about 14% at the one dose, without a potency; inactive = the rest, 99 in 100 with inhibition below about 12%; note: strong numbers were not always called active
inhibitors of VEEV 10K pilot screen = further read-out of inhibitors of VEEV, marked with its call; inhibition, %; measured here: 10K pilot screen inhibition
* hit, by the source's call; i = inactive; ? = inconclusive; · = no result given.

SMILES	H37Rv inhibition	tuberculosis growth	H1N1 NS1A inhibition	Salmonella PhoP GFP	inhibitors of VEEV	others
COc1ccc(CNc2nc(NCc3ccc(OC)cc3)n(C(=O)c3ccccc3[N+](=O)[O-])n2)cc1	15%	14%	6%	0%	0.9%
O=C(CCl)c1ccc2[nH]c(=O)oc2c1	-9%	6%	6%	2%	6.0%
CC1(C)C[C@H]2C3=CCC4[C@@]5(C)CC[C@H](O)[C@](C)(CO)C5CC[C@@]4(C)[C@]3(C)CC[C@@]2(C)[C@H](O)[C@@H]1O (stereo partly drawn)	-2%	47%	-2%	·	i
CC(C)C(OC(=O)c1cccs1)C(=O)NCc1ccc2c(c1)OCO2 (stereo not drawn)	-5%	-8%	-2%	-3%	0.1%
CC(=O)Nc1ccc(S(=O)(=O)N(C)CC(=O)NCCC2=CCCCC2)cc1	-4%	11%	-9%	-4%	1.3%
Cc1ccc(C)c(S(=O)(=O)N2CCCOC2CNC(=O)C(=O)NCCCn2ccnc2)c1 (stereo not drawn)	0%	20%	5%	-9%	1.1%
CCc1ccccc1NC1Nc2cc(C)nn2S1 (stereo not drawn)	0%	76%	7%	14%	3.7%
Cc1ccc(C(=O)NCC(c2ccco2)N2CCc3ccccc32)cc1C (stereo not drawn)	6%	7%	1%	4%	4.8%
COCCNC(C)C(=O)C12CC3CC(CC(C3)C1)C2 (stereo not drawn)	9%	8%	0%	3%	i
CCOC(=O)c1c(C)oc2c1c(C(c1ccccc1)N1CCOCC1)c(O)c1ccccc12 (stereo not drawn)	48%	?	-3%	3%	0.9%	inhibitors of VEEV 10K pilot screen=7.7
CC(C)(C)NS(=O)(=O)c1ccc2nc(NC(=O)c3ccc(N4C(=O)CCC4=O)cc3)sc2c1	1%	-6%	-14%	0%	0.5%
CN(C)C(=O)N(CCCN1CCOCC1)Cc1cccc2ccccc12	-6%	-7%	·	8%	0.3%
COc1ccc(Cn2c(N)c(C#N)c3nc4ccccc4nc32)cc1	?	44%	-22%	-7%	0.8%
CN(C)CCCNC(=O)c1ccc(/C=N/O)nc1	·	·	-3%	·	1.0%
Cc1ccc(C(=O)N=c2sccn2C)o1	3%	0%	-11%	-15%	1.0%
COc1ccc(OC)c2sc(NC(=O)C3COc4ccccc4O3)nc12 (stereo not drawn)	-8%	35%	0%	-8%	11%
COc1ccc(C(=O)NCC(=O)OCC(=O)Nc2ncc(Cl)cc2Cl)cc1[N+](=O)[O-]	-4%	7%	-8%	·	2.6%
C=CCC1(O)CC(c2ccco2)NC(c2ccco2)C1CCC (stereo not drawn)	-6%	39%	-7%	-12%	i
Cc1ccnc(NC(=O)CSc2cc(=O)n(C)c3ccccc23)c1	-1%	8%	13%	2%	7.3%
COc1ccc(N2CC(C(=O)OCC(=O)c3cccc(OC)c3)CC2=O)cc1 (stereo not drawn)	-10%	2%	-6%	-2%	4.8%
CCOC(=O)c1ccc(N2CC(O)=C(c3nc4ccccc4c(=O)[nH]3)C2=N)cc1	96%	12%	0%	-3%	9.7%
COc1ccc(C(c2nnnn2Cc2ccc(F)cc2)N2CCN(c3ccccc3)CC2)cc1 (stereo not drawn)	8%	36%	1%	-6%	1.2%
NC(=O)CC(NC(=O)Cc1cccc2ccccc12)c1ccc(NCCc2ccccc2F)c([N+](=O)[O-])c1 (stereo not drawn)	?	-8%	3%	-39%	0.0%	inhibitors of VEEV 10K pilot screen=0.4
CCCC(=O)NC(C)c1nc2ccccc2n1CC (stereo not drawn)	-1%	-21%	-1%	6%	1.7%
Cc1ccc(S(=O)(=O)N(C)Cc2ccc(C(=O)N/N=C/c3ccc(OC(F)F)cc3OC(F)F)cc2)cc1	1%	2%	-12%	7%	11%
O=c1c2ccccc2nc2n1C(CSCc1ccc(Cl)cc1Cl)CS2 (stereo not drawn)	1%	8%	0%	3%	i
COc1ccc(-c2nn(-c3ccccc3C)cc2CNCCc2cnc[nH]2)cc1F	63%	32%	3%	5%	2.5%
CCn1cc(CN2CCc3c([nH]c4ccccc34)C2c2cccc(OC)c2OC)c(C)n1 (stereo not drawn)	5%	24%	-8%	5%	6.4%
O=C(NC(Cc1ccccc1)C(=O)N1CCN(S(=O)(=O)c2ccccc2)CC1)c1ccccc1 (stereo not drawn)	1%	13%	-9%	0%	7.1%
Cc1ccc(/C=C2\C(=O)Nc3ccccc32)o1	3.5µM*	?	-1%	-4%	0.8%
COc1ccc(CCNC(=O)CCCC(=O)n2nc(C)c3ccccc32)cc1OC	2%	-2%	-6%	4%	1.0%
COC(=O)C1=C(c2ccc(S(C)(=O)=O)cc2)C[C@@H]2CC[C@H]1N2C(=O)N1CCC(C)CC1	5%	1%	-3%	-4%	0.6%
COc1ccc(NC(=O)C(NC(C)=O)C(=O)NCc2ccc(F)cc2)cc1 (stereo not drawn)	1%	0%	-2%	-9%	0.7%
N#C/C(=C\c1ccc(-c2ccccc2)o1)C(=O)Nn1cnnc1	-4%	9%	11%	-15%	0.7%
O=C(CCNC(=O)Cn1ccc2ccccc2c1=O)NCCC1=CCCCC1	5%	-3%	9%	18%	4.6%
O=C(NCc1ccc2c(c1)OCO2)c1c(Cl)cccc1Cl	8%	4%	3%	-5%	3.3%
O=C(c1ccccc1)C1C(c2ccccc2)C1[N+](=O)[O-] (stereo not drawn)	-3%	38%	-4%	-9%	i
C#CCNC(=O)C1=C[C@@H](c2ccc3c(c2)OCO3)[C@H](CCCO)[C@@H](OCC)O1	9%	11%	-5%	17%	0.8%
O=C(c1cc(-c2cccc(O)c2)on1)N1CCCCC1	5%	-28%	6%	1%	2.6%
CCc1ccc(NC(=S)N2CCN(c3cccc(C(F)(F)F)c3)CC2)cc1	-10%	6%	3%	-15%	i
COc1ccccc1CNC(=O)CS(=O)(=O)c1ccccc1	-19%	0%	0%	-9%	1.1%
Cc1ccc(-c2nn(-c3ccccc3)cc2CN(Cc2ccccc2)C(=O)c2ccco2)o1	1%	?	10%	1%	1.3%
CC1CCCCC1NS(=O)(=O)c1ccc2c(c1)CCC(=O)N2 (stereo not drawn)	5%	1%	-8%	·	0.3%
CCc1cccc(CC)c1NC(=O)COC(=O)C1(C)CC1(Cl)Cl (stereo not drawn)	4%	10%	1%	-20%	i
CNc1oc(C)nc1S(=O)(=O)c1ccccc1	3%	-1%	2%	-3%	1.0%
O=C(COc1coc(CN2CCN(Cc3ccccc3)CC2)cc1=O)Nc1ccccc1	37%	7%	14%	0%	0.6%
O=C(CSc1nc2ccccc2s1)NNC(=S)Nc1ccc(Cl)cc1	14%	78%	-5%	-12%	0.6%
COc1cc(-c2nnc3sc(Cc4ccccc4)nn23)cc(OC)c1OC	-16%	21%	2%	3%	5.6%	inhibitors of VEEV 10K pilot screen=6.6
Cc1cc(NC(=O)c2ccc3c(c2)OCO3)ccc1NC(=O)c1ccccc1	5%	-2%	8%	3%	i
NC(=O)CSc1nnc(NC(=O)C23CC4CC(CC(C4)C2)C3)s1	62%	?	-2%	-7%	3.7%

Remaining list, next part:
SMILES	H37Rv inhibition	tuberculosis growth	H1N1 NS1A inhibition	Salmonella PhoP GFP	inhibitors of VEEV	others
COc1ccccc1NS(=O)(=O)c1ccc2c(c1)NC(=O)C(C)S2 (stereo not drawn)	3%	12%	6%	-1%	2.4%
O=C(NC(=S)Nc1ccccc1N1CCCCC1)c1ccc(F)cc1	3%	51%	-9%	1%	8.2%
CN(CCCNC(=O)c1cccc(N2CCCC2=O)c1)c1ccccc1	0%	-5%	3%	-6%	1.3%
CC(=O)N/N=C/c1cc(C)n(-c2ccc(Br)cc2)c1C	?	9%	-8%	-5%	i
COC(=O)CCCC1=CC2=C(c3ccccc3)C(=O)C(C)(OC(=O)C3CCCC3)C(=O)C2=CN1C(CO)CO (stereo not drawn)	1%	16%	5%	2%	1.6%
CCN1CCN(C(=O)/C(C#N)=C/c2ccc(OC(F)F)cc2)CC1	2%	1%	1%	18%	1.4%
COc1ccc(Cc2nnc(NC(=O)c3ccccc3C)s2)cc1	3%	6%	-17%	2%	1.6%
CC(C)Oc1cc(O)c2c(=O)c(-c3ccc(O)cc3)coc2c1	-3%	·	5%	1%	3.7%
Cc1ccc(CNC(=O)C(=O)NCC2CCCN2S(=O)(=O)c2cccs2)cc1 (stereo not drawn)	0%	28%	-14%	9%	0.7%
COCCNC(=O)NC(=O)COC(=O)C12CC3CC(CC(NC(C)=O)(C3)C1)C2	-3%	-6%	1%	-6%	0.3%

2 compounds drawn at random from the list so far, as already listed:
SMILES	H37Rv inhibition	tuberculosis growth	H1N1 NS1A inhibition	Salmonella PhoP GFP	inhibitors of VEEV	others
Cc1ccc(-c2nn(-c3ccccc3)cc2CN(Cc2ccccc2)C(=O)c2ccco2)o1	1%	?	10%	1%	1.3%
CN(C)C(=O)N(CCCN1CCOCC1)Cc1cccc2ccccc12	-6%	-7%	·	8%	0.3%

(next part)
SMILES	H37Rv inhibition	tuberculosis growth	H1N1 NS1A inhibition	Salmonella PhoP GFP	inhibitors of VEEV	others
CCOC(=O)Cn1c(C)[n+](C)c2cc(Cl)c(Cl)cc21	4%	-10%	2%	-4%	0.9%
Cc1ccc(CC(=S)N2CCOCC2)cc1	-3%	14%	0%	-6%	i
Cc1ccc(C(CC(=O)N2CCOCC2)c2ccco2)cc1 (stereo not drawn)	-5%	0%	7%	0%	1.3%
Cc1ccc(SC2CCN(C(=O)C3CCC(=O)N(C4CC4)C3)CC2)cc1 (stereo not drawn)	4%	13%	0%	3%	2.1%
CCOc1cc(OCC)cc(C(=O)NCCCN2CCOCC2)c1	1%	2%	3%	1%	i
CCc1cc2c(SCC(=O)NC3CC3)ncnc2s1	-2%	-4%	2%	·	0.3%
O=S(=O)(N1CCCCC1)N1CCNCC1	-6%	-22%	3%	1%	1.5%
Cc1cc(C)nc(N/N=C/c2cccc(Cl)c2)n1	0%	22%	1%	-4%	2.7%
Cc1ccc(NC(=O)Cc2ccsc2)cc1S(=O)(=O)N1CCOCC1	-11%	-1%	-2%	·	i
CCOc1ccccc1C1C2=C(COC2=O)Nc2cc3c(cc21)OCO3 (stereo not drawn)	4%	19%	13%	3%	7.4%
CCCC(c1nnnn1CCOC)N1CCN(C(=O)c2ccco2)CC1 (stereo not drawn)	1%	1%	-4%	-1%	0.7%
CCC(C)NC(=O)c1cc2c(=O)n(CC)c3ccccc3c2s1 (stereo not drawn)	14%	23%	-14%	-7%	8.1%
Nc1nnc(SCc2ccc(F)cc2Cl)s1	1%	12%	-1%	-11%	i
O=C(C1=C[C@@H](c2ccc3c(c2)OCO3)C[C@@H](OCCCCO)O1)N1CCOCC1	-9%	4%	4%	-4%	1.2%
CCN(C(=O)COC(=O)c1c(C)noc1C)C1CCS(=O)(=O)C1 (stereo not drawn)	-8%	-2%	-1%	1%	2.9%
C#CCCC/C(=C\C(=O)N(C)[C@H](C(=O)N(C)[C@H](C(=O)N(C)[C@H](C(=O)N(C)[C@H](C(N)=O)C(C)C)C(C)C)C(C)C)C(C)C)OC	3%	17%	-26%	·	i
C=CCNC(=O)COC(=O)c1ccc(Sc2nncn2C)c([N+](=O)[O-])c1	-3%	-11%	4%	1%	0.3%
CC(C)=CCCC(C)CN1CCC(N2CCC(C(=O)N3CCOCC3)CC2)CC1 (stereo not drawn)	1%	12%	-5%	-6%	0.9%
O=C(Nc1cccnc1)c1ccc(C(=O)Nc2cccnc2)cc1	-10%	-22%	4%	5%	i
CCCCC1(Cc2ccc([N+](=O)[O-])cc2)C(=O)N(c2ccccc2)N(c2ccccc2)C1=O	7%	54%	2%	1%	i
CN(C)C(=O)CSc1n[nH]c(-c2ccco2)n1	4%	-6%	-10%	-4%	i

Part of the list above in order of formula weight, lowest first.
SMILES	H37Rv inhibition	tuberculosis growth	H1N1 NS1A inhibition	Salmonella PhoP GFP	inhibitors of VEEV	others
CN(C)C(=O)CSc1n[nH]c(-c2ccco2)n1	4%	-6%	-10%	-4%	i
Nc1nnc(SCc2ccc(F)cc2Cl)s1	1%	12%	-1%	-11%	i
CCC(C)NC(=O)c1cc2c(=O)n(CC)c3ccccc3c2s1 (stereo not drawn)	14%	23%	-14%	-7%	8.1%
CCCC(c1nnnn1CCOC)N1CCN(C(=O)c2ccco2)CC1 (stereo not drawn)	1%	1%	-4%	-1%	0.7%
C=CCNC(=O)COC(=O)c1ccc(Sc2nncn2C)c([N+](=O)[O-])c1	-3%	-11%	4%	1%	0.3%
CCCCC1(Cc2ccc([N+](=O)[O-])cc2)C(=O)N(c2ccccc2)N(c2ccccc2)C1=O	7%	54%	2%	1%	i
C#CCCC/C(=C\C(=O)N(C)[C@H](C(=O)N(C)[C@H](C(=O)N(C)[C@H](C(=O)N(C)[C@H](C(N)=O)C(C)C)C(C)C)C(C)C)C(C)C)OC	3%	17%	-26%	·	i

Hits appear at their usual frequency; 1.6% or so of the library scored in one or more.
